# Bioassay records as filed in PubChem.
# Epigenetic derep: Quantitative High-Throughput Screen for Regulators of Epigenetic Control; murine LDR cells, GFP reporter derepression, 30 h; Potency, µM (series often up to 53.9 µM), inactives show at the top dose GFP activation, hits mostly activators; 280,000 tested, 0.2% active; note: % of control where 0% means no effect; nearly all actives have a fitted effect of over 60% in size
#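 GFP-positive cell count by laser-scanning cytometry (objects 20–120 um) after 30 h, 37 C compound exposure of murine LDR cells; reporter is CMV-GFP integrated at a silenced locus, inducible by HDAC or DNMT inhibitors.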
# NPSR antagonist: qHTS Assay for Antagonists of the Neuropeptide S Receptor: cAMP Signal Transduction | CHO-NPSR cells, cAMP TR-FRET, antagonist mode | 220,000 tested, 1% active | Potency, µM (doses to about 38.3 µM), without a hit: top-dose activity change, negative = inhibition, actives largely listed as inhibitors | AID 1461, 2008 | Q6W5P4; note: % is set by controls: 0 for no effect and ±100 for the full control effect; nearly all actives have a fitted effect of over 50% in size; many of its hits are not listed in these tables
# Target sequence (Q6W5P4 whole entry, looked up): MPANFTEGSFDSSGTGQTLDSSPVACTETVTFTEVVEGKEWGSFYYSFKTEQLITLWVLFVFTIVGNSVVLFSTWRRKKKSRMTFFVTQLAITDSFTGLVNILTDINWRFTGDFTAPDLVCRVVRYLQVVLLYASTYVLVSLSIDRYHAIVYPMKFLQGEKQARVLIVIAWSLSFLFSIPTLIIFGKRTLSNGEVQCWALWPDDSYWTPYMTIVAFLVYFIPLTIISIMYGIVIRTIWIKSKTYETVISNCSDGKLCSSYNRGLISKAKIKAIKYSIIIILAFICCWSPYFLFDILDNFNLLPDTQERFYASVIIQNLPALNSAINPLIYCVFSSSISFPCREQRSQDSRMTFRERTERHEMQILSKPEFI
# aGal spleen mod: qHTS Assay for Inhibitors and Activators of Human alpha-Galactosidase From Spleen Homogenate. Alpha-galactosidase A (Homo sapiens), P06280. human spleen homogenate, 4MU-alpha-Gal fluorescence, 40 min. Potency, µM (top dose mostly 80 µM), for the others: top-dose activity change, negative = inhibition, usual class: inhibitors. 240,000 tested, 0.008% active. AID 2107, 2009;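 note: 0% = enzyme with vehicle and -100% = no enzyme basal signal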
# Target sequence (P06280 32-429 limits assumed): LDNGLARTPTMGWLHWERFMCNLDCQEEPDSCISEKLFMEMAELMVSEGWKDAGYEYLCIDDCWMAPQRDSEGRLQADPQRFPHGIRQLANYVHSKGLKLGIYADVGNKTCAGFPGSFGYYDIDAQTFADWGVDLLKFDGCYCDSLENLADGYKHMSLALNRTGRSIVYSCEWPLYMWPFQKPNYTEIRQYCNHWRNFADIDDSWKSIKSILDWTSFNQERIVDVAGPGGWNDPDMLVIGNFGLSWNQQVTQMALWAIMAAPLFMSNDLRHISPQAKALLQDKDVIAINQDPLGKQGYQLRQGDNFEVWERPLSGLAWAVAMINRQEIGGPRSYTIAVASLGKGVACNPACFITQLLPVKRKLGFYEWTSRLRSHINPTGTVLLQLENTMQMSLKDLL
#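 Fluorogenic readout (Ex 365/Em 440 nm) of 4-methylumbelliferone released from 1 mM 4-MU-alpha-galactoside by spleen homogenate, 40 min at 37C, pH 5.0. Data normalized to no-enzyme and enzyme controls; Hill-equation AC50 from compound titrations.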
# ALDH1A1 block: qHTS Assay for Inhibitors of Aldehyde Dehydrogenase 1 (ALDH1A1); Potency, µM (highest dose often 75.3 µM), for inactives: top-dose activity, negative = inhibition, hits mostly inhibitors; Purified ALDH1A1, NADH fluorescence, propionaldehyde substrate; 220,000 tested, 7.3% active; AID 1030, 2008; active = well fitted inhibition curve with a large enough effect, not every such curve was filed as active; inconclusive = small, poorly fitted or top-dose-only effect, or another doubt; inactive = no such curve, though single readings can be large or run the other way;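 note: plate controls were no enzyme wells and a reference inhibitor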
# GAA inhib: qHTS Assay for Inhibitors of Human alpha-Glucosidase as a Potential Chaperone Treatment of Pompe Disease. Lysosomal alpha-glucosidase (Homo sapiens), P10253. purified human GAA, 4-MU-alpha-glucoside fluorescence. Potency, µM (doses to about 76.9 µM), for the others: top-dose activity change, negative = inhibition, usual class: inhibitors. 200,000 tested, 0.005% active. AID 1466, 2008;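 note: plate controls were uninhibited enzyme wells for no effect and no-enzyme background for full effect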
#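 Enzyme (4 nM final) mixed with compound (up to 77 uM), then 4-MU-alpha-D-pyranoside (400 uM final) added; 20 min at room temperature, pH 5.0. Reaction stopped at pH 10, fluorescence read, AC50 derived by Hill fit.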
# Tau fluor counter: Counterscreen qHTS for Inhibitors of Tau Fibril Formation, Fluorescence Polarization; tau K18 P301L (four-repeat tau fragment) Alexa594 fluorescence, heparin fibrillization; Potency, µM (series often up to 57.7 µM), for inactives: top-dose activity change, negative = decrease; 280,000 tested, 0.93% active; AID 1463, 2008; note: % is set by controls: 0 for no effect and ±100 for the full control effect; nearly all actives have a fitted effect of over 55% in size
#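 Human K18 P301L tau (15 uM unlabeled plus 0.24 uM Alexa 594-labeled, final) in 100 mM sodium acetate pH 7 was mixed with compound and 20 uM heparin and incubated 6 hr at 37 C.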
# aGlu spleen mod: qHTS Assay for Inhibitors and Activators of Human alpha-Glucosidase From Spleen Homogenate; Lysosomal alpha-glucosidase (Homo sapiens), P10253; human spleen homogenate, 4-MU-alpha-glucoside fluorescence; Potency, µM (doses to about 79.9 µM), for the others: at the highest dose activity change, negative = inhibition, hits mostly inhibitors; 240,000 tested, 0.006% active;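 note: 0% = enzyme with vehicle and -100% = no enzyme basal signal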
#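 Human spleen homogenate (1 ug) incubated with compounds and 1 mM 4-methylumbelliferyl-alpha-D-glucopyranoside in pH 5.0 citrate/phosphate buffer, 37 C, 40 min. Stopped at pH 10; 4-MU fluorescence (Ex 365/Em 440 nm); AC50 by Hill fit.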
# GAA glycogen: qHTS Assay for Inhibitors and Activators of Human alpha-Glucosidase Cleavage of Glycogen | Lysosomal alpha-glucosidase (Homo sapiens), P10253 | recombinant GAA, glycogen substrate, Amplex Red glucose oxidase fluorescence | Potency, µM (doses to about 76.4 µM), for the others: at the highest dose activity change, negative = inhibition, actives largely listed as inhibitors | 300,000 tested, 0.38% active | AID 2100, 2009;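 note: 0% = full enzyme reaction and -100% = no-enzyme basal signal; the screen sought inhibitors and activators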
#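 Recombinant human enzyme (4 nM); glycogen substrate; 37 C, 40 min, pH 5.0. Readout: coupled glucose oxidase/Amplex Red fluorescence.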
# The depositor's hits bear a star; ? = inconclusive; . = no result given; [ ] = dose if it differs, or a comment. Unless noted, calls come from the whole dose curve; as a rule, active = well fitted curve in the direction sought with a large enough effect; inconclusive = small, poorly fitted or top-dose-only effect, or another doubt; inactive = no such curve, though single readings can be large; an effect the other way counts as inactive or inconclusive. Potency is the fitted concentration of half-maximal effect. This is a subset, so the mix of outcomes need not match the whole.
SMILES,Epigenetic derep,NPSR antagonist,aGal spleen mod,ALDH1A1 block,GAA inhib,Tau fluor counter,aGlu spleen mod,GAA glycogen
Cc1sc(NC(=S)NC(=O)c2cccs2)nc1-c1ccc(C(C)C)cc1,-0.9%,-12%[46.1 µM],0%,-3%,-5%,-25%,-4%,5%
CCCN(CCC)CCCOC(=O)c1ccc(Cl)cc1Cl,2.1%,0%[46.1 µM],-8%,-6%,-12%,-6%,-6%,-1%
O=C(CCN1C(=O)c2cccc3cccc(c23)C1=O)N1CCN(Cc2ccc3c(c2)OCO3)CC1,4.7%,-24%[46.1 µM],5%,-5%,-8%,-5%,-1%,-12%
O=C(Nc1ccc2c(c1)oc1ccc(S(=O)(=O)N3CCCC3)cc12)C1CC1,-1.1%,?,1%,?,-14%,-18%,0%,0%
O=c1cc(-c2ccccc2)nc(SCc2ccc(Cl)cc2)[nH]1,-1.1%,1%[46.1 µM],4%,4%,-6%,0%,2%,-2%
COc1ccc(OC)c(Nc2nc3ccccc3n3cnnc23)c1,0.0%,5%,2%,.,.,?,0%,-7%
O=C(O)CC1CCS(=O)(=O)C1 (stereo unspecified),-3.1%,-12%[46.1 µM],11%,1%,-4%,4%,0%,-8%
COC(=O)CSc1nc(NC(C)(C)C)nc(N(C)C)n1,-0.9%,-13%,4%,-7%,1%,-7%,0%,7%
O=C(CCl)Nc1cc2[nH]c(=O)[nH]c2cc1Br,6.6%,3%,-3%,2µM*,-3%,-14%,-3%,6%
Cc1ccc(NC(=O)CSc2nc3ccccc3c(=O)n2CCCC(=O)NCCCN2CCOCC2)cc1C,0.0%,-43%,1%,-5%,-3%,-5%,1%,1%
CCCCCCCCCCn1c2c(c(=N)c3c1CCC3)CCC2,-0.9%,?,-4%,-3%,-2%,-1%,-24%,7%
CCC(CCC(=O)Nc1ccn(-c2ccccc2)n1)C(=O)O (stereo unspecified),6.3%,-14%[46.1 µM],-5%,3%,-3%,1%,-1%,9%
CSCCNC(=O)c1ccc(OC2CCN(CCc3ccccc3)CC2)cc1,4.5%,16%,-2%,3%,3%,-1%,-4%,5%
C=CCNc1nc(Nc2ccc([N+](=O)[O-])cc2)nc(OCC)n1,-2.2%,33%,-1%,-12%,-1%,-14%,-6%,-6%
O=C1OCCN1C(=O)[C@H]1[C@H](c2ccc([N+](=O)[O-])cc2)C(c2ccc(F)cc2)=NN1c1ccccc1,-0.9%,.,-7%,3%,.,?,4%,.
CC1(C)CC(=O)c2cnc3c(C#N)cnn3c2C1,-1.3%,8%,0%,?,5%,3%,-3%,18%
COc1cccc(NC(=O)c2cc(C(=O)Nc3cccc(OC)c3)n(C)n2)c1,-1.1%,-11%[46.1 µM],6%,?,-15%,-26%,-3%,-3%
COc1cc2c(C#N)c(N3CCN(c4ccccc4OC)CC3)nc(N)c2c(N)n1,-0.2%,0%[46.1 µM],9%,?,?,13µM*[quencher],3%,-16%
Cn1nc(C(=O)NCc2ccccn2)c2ccccc2c1=O,1.2%,-13%[46.1 µM],-7%,?,-1%,-4%,-9%,13%
O=C(CCSCCc1ccccn1)Nc1c(F)cc(F)cc1Br,0.9%,16%,-4%,?,0%,-1%,-3%,9%
Cc1ccc(S(=O)(=O)c2c(C)cc(C)nc2N2CCCC2)cc1,1.1%,-38%,7%,0%,-3%,-4%,-12%,-13%
CCOC(=O)C(=CNc1cscc1S(=O)(=O)C(C)C)C(=O)OCC,-1.3%,28%,-1%,?,?,-5%,0%,8%
CC(C)c1ccccc1NC(=O)COC(=O)c1c2c(nc3ccccc13)CCN(Cc1ccccc1)C2,0.0%,-40%,5%,-13%,-14%,-22%,-17%,0%
COc1ccc(/C=N/NC(=O)CN2CCSCC2)cc1C,-1.9%,16%,3%,10µM*,1%,-15%,-2%,0%
CN1CCN(c2ccc(CNS(=O)(=O)c3ccsc3)cc2)CC1,0.0%,-4%[7.67 µM],3%,.,.,-6%,3%,1%

# Quoted at random: 2 compounds from above
SMILES,Epigenetic derep,NPSR antagonist,aGal spleen mod,ALDH1A1 block,GAA inhib,Tau fluor counter,aGlu spleen mod,GAA glycogen
O=C(CCN1C(=O)c2cccc3cccc(c23)C1=O)N1CCN(Cc2ccc3c(c2)OCO3)CC1,4.7%,-24%[46.1 µM],5%,-5%,-8%,-5%,-1%,-12%
CN1CCN(c2ccc(CNS(=O)(=O)c3ccsc3)cc2)CC1,0.0%,-4%[7.67 µM],3%,.,.,-6%,3%,1%

# Part of the list above in order of count of non-hydrogen atoms, falling:
SMILES,Epigenetic derep,NPSR antagonist,aGal spleen mod,ALDH1A1 block,GAA inhib,Tau fluor counter,aGlu spleen mod,GAA glycogen
Cc1ccc(NC(=O)CSc2nc3ccccc3c(=O)n2CCCC(=O)NCCCN2CCOCC2)cc1C,0.0%,-43%,1%,-5%,-3%,-5%,1%,1%
COc1cc2c(C#N)c(N3CCN(c4ccccc4OC)CC3)nc(N)c2c(N)n1,-0.2%,0%[46.1 µM],9%,?,?,13µM*[quencher],3%,-16%
CN1CCN(c2ccc(CNS(=O)(=O)c3ccsc3)cc2)CC1,0.0%,-4%[7.67 µM],3%,.,.,-6%,3%,1%

# Further records follow.
SMILES,Epigenetic derep,NPSR antagonist,aGal spleen mod,ALDH1A1 block,GAA inhib,Tau fluor counter,aGlu spleen mod,GAA glycogen
O=C(Cc1nn[nH]n1)NCc1ccccc1Cl,-4.2%,0%[46.1 µM],-14%,?,-1%,2%,-7%,2%
CC(=O)N(c1ccccc1C)S(=O)(=O)c1ccc(Cl)cc1,-1.4%,-7%,1%,5%,1%,-4%,2%,1%
C[C@@]12CC(=O)C3=C(CCCC3=O)N1CCc1ccccc12,0.0%,.,-2%,-6%,.,3%,0%,.
COC(=O)c1c(-c2ccc(C)cc2)csc1NC(=O)Cc1ccc(OC)c(OC)c1,2.3%,?,3%,?,-7%,-27%,1%,-3%
CN(C)C(=O)CCN1CCOCC1,-1.8%,-5%[46.1 µM],-13%,11%,2%,-8%,7%,-6%
O=C1NCCN1C(=O)c1ccccc1F,0.0%,0%[46.1 µM],-2%,-15%,4%,-5%,-7%,3%
O=C(c1ccc(F)cc1)n1ccc(-c2cnc(-c3ccccc3)s2)n1,-1.2%,5%[46.1 µM],-1%,?,-4%,-11%,9%,7%
CC(C)CNC(=O)COC(=O)c1ccccc1OCC(=O)Nc1ccc(Br)cc1,-1.6%,13%,-3%,0%,0%,-4%,-4%,11%
CCOC(=O)C(NCc1ccco1)(NC(=O)c1ccccc1)C(F)(F)F (stereo unspecified),1.7%,-6%[46.1 µM],31%,-1%,1%,9%,11%,12%
O=C(Nc1ccccc1C(=O)NC(Cc1ccccc1)C(=O)NC1CCCCC1)c1ccccc1 (stereo unspecified),?,-13%,12%,2%,1%,-2%,1%,0%
COc1cc2c(cc1NC(=S)Nc1cccc(C)c1)oc1ccccc12,-1.0%,?,-5%,?,-6%,?,-3%,-18%
CCn1nc(NC(=O)c2ccncc2)c2cc3cccc(C)c3nc21,6.1%,0%[46.1 µM],0%,?,-5%,-18%,-6%,-4%
CCC(C)(C(=O)NC1CCCCC1)N(Cc1cccs1)C(=O)c1ccc(=O)[nH]c1 (stereo unspecified),-1.0%,0%,-1%,0%,-7%,-4%,-4%,15%
COc1ccc(CCNC(=O)c2cccs2)cc1OC,-2.1%,5%,-5%,10%,7%,-2%,-4%,17%
COc1ccc(CCNC(=O)COc2nncc3ccccc23)cc1,0.9%,0%,-1%,-6%,2%,-6%,5%,0%
COC(=O)CSc1nc(-c2ccccc2)nc2ccc(F)cc12,-0.1%,3%[46.1 µM],4%,0%,-2%,-10%,-8%,1%
CCn1c(C(O)c2ccccc2)nc2ccccc21 (stereo unspecified),1.6%,?,4%,4%,-6%,7%,-3%,-5%
Cn1c(=O)cc(SCC(=O)NCc2ccc(F)cc2)c2ccccc21,0.1%,-6%,-4%,10%,-4%,-4%,2%,-3%
CC/C=C\[C@H](O)[C@H](O)C1=C(C)C(=O)[C@]2(O1)C(=O)N[C@@](OC)(C(=O)c1ccccc1)C2O (stereo partly specified),4.2%,-15%,3%,?,.,-1%,-1%,-22%
CCn1c(SCc2nc3ccccc3c(=O)[nH]2)nnc1-c1ccncc1,0.1%,1%[46.1 µM],-7%,4%,-6%,-4%,-6%,5%
O=S(=O)(NC1=NCCC1)c1cccc(NC(=S)NCCc2ccccc2)c1,-3.2%,5%,1%,?,2%,-11%,2%,11%
COc1ccc(C2C3=C(CC(C)(C)CC3=O)Nc3c2c(=O)[nH]c2nc(C)nn32)cc1 (stereo unspecified),-0.7%,-23%[46.1 µM],10%,?,-7%,-2%,5%,-1%
CCOc1c2ccc(C(=O)NCc3ccc(OC)cc3)cc2nn1CCOC,-1.1%,-8%[46.1 µM],21%,?,-7%,0%,4%,5%

# Arranged by value in NPSR antagonist (lowest first): 4 from the list above
molecule	Epigenetic derep	NPSR antagonist	ALDH1A1 block	GAA inhib	aGlu spleen mod	GAA glycogen
CC/C=C\[C@H](O)[C@H](O)C1=C(C)C(=O)[C@]2(O1)C(=O)N[C@@](OC)(C(=O)c1ccccc1)C2O (stereo partly specified)	4.2%	-15%	?	.	-1%	-22%
Cn1c(=O)cc(SCC(=O)NCc2ccc(F)cc2)c2ccccc21	0.1%	-6%	10%	-4%	2%	-3%
CCC(C)(C(=O)NC1CCCCC1)N(Cc1cccs1)C(=O)c1ccc(=O)[nH]c1 (stereo unspecified)	-1.0%	0%	0%	-7%	-4%	15%
COc1ccc(CCNC(=O)c2cccs2)cc1OC	-2.1%	5%	10%	7%	-4%	17%

# ALDH1A1 block, entries above that show a hit.
SMILES	Epigenetic derep	NPSR antagonist	ALDH1A1 block	GAA inhib	aGlu spleen mod	GAA glycogen
O=C(CCl)Nc1cc2[nH]c(=O)[nH]c2cc1Br	6.6%	3%	2µM*	-3%	-3%	6%
COc1ccc(/C=N/NC(=O)CN2CCSCC2)cc1C	-1.9%	16%	10µM*	1%	-2%	0%
